# OPRM1-OPRD1 inv = inverse agonists of MOR-DOR heterodimerization, primary screen, cell-based, luminescence; inhibition, % at 9.3 µM; Mu-type opioid receptor (Homo sapiens) + Delta-type opioid receptor (Homo sapiens), …; 0.21% of 340,000 active; cell-based MOR-DOR heterodimer luminescence, inverse agonism; AID 504357, 2011; in the data active = inhibition above about 22%, passing the limit was not always enough;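 also: 0% = cells with DMSO and 100% = wells without cells with DMSO; values of inactives mirror those of a sister screen read the other way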
# Keap1-Nrf2 PPI = Keap1-Nrf2 protein-protein interaction inhibitors, primary screen, biochemical, fluorescence polarization, single point | Kelch-like ECH-associated protein 1 (Homo sapiens), Q14145 | AID 504523, 2011 | inhibition, % at 9.4 µM | Keap1 Kelch-Nrf2 peptide fluorescence polarization, 1536-well | 0.15% of 340,000 active; in the data active = inhibition above about 12%; inconclusive = no clear call, values can overlap the other calls; inactive = below about 7.3%;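 also: human Keap1 Kelch domain with fluorescein labeled Nrf2 9mer peptide probe; 0% = neutral control wells and 100% = peptide positive control; higher means more block of Keap1 binding to Nrf2 peptide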
# Pemphigus Ab inh = inhibitors of pemphigus antibody binding to DSG3, primary screen, biochemical, bead-based, flow cytometry, scFv-GFP. Desmoglein-3 (Homo sapiens), P32926. AID 588358, 2011. 0.48% of 310,000 active. binding (percent of control), % at 10 µM. DSG3-coupled beads, scFv-anti-DSG3-GFP binding; hits give low values;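 active = binding more than 3 SD below its plate's average and above zero; inconclusive = below that plate limit but binding exactly zero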;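 also: hits lower antibody fragment binding to DSG3; some compounds called inactive have numbers as strong as hits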
# Target sequence (P32926 whole entry, looked up, the tested form may be a part): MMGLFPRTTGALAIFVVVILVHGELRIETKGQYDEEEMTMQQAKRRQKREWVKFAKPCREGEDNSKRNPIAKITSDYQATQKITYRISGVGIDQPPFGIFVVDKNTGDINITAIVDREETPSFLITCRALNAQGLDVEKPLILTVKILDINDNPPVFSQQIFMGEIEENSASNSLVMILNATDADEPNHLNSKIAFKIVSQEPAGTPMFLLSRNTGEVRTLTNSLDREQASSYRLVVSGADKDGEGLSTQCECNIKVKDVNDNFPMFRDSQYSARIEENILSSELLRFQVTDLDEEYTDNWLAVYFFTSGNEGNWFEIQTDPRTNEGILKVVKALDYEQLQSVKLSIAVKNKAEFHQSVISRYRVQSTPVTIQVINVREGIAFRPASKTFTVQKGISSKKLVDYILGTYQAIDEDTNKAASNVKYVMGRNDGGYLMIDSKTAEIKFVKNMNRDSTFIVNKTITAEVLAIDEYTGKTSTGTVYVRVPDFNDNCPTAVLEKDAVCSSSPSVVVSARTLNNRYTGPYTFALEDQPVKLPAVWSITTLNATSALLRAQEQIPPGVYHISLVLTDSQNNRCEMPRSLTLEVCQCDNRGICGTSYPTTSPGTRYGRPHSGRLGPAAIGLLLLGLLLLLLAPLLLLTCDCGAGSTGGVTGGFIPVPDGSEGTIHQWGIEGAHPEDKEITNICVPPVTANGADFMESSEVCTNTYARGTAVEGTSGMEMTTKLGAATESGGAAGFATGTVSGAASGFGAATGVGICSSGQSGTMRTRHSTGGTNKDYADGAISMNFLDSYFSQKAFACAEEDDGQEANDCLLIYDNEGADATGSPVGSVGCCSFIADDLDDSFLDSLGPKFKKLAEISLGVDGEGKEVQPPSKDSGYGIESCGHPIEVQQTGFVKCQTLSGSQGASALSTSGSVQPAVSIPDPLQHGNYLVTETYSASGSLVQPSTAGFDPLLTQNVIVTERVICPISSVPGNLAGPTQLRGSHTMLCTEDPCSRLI
# C-LANA FP = inhibitors of KSHV C-LANA binding to DNA, primary screen, biochemical, fluorescence polarization, FAM-LBS DNA, MBP-C-LANA, single point; 0.078% of 340,000 active; Kaposi's sarcoma herpesvirus LANA C-terminal domain (residues 932-1162) DNA binding; inhibition, % at 9 µM; AID 504423, 2011;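 active = highest replicate inhibition at or above 60% at 9 µM, even if other replicates fall short; inactive = all replicates below 60% inhibition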;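 also: 0% = neutral control wells and 100% = 4 µM acridine orange control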
# RTF Ca sens inh = cardiac RTF calcium sensitivity inhibitors, primary screen, biochemical, IANBD-TnC fluorescence, EC70 calcium; inhibition, % at 7.15 µM; Troponin I, cardiac muscle (Homo sapiens) + Troponin T, cardiac muscle (Homo sapiens) + …; IANBD-labeled cardiac RTF, Ca2+ fluorescence; 0.12% of 340,000 active; AID 493244, 2011;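 active = inhibition above the mean inhibition of all tested compounds plus 3 SD, cut at about 17% in these data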;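 also: assay run at fixed EC70 calcium of 1.6 mM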
# OPRM1-OPRD1 ag = agonists of OPRM1-OPRD1 heterodimerization, primary screen, cell-based, luminescence; activation, % at 9.3 µM; 0.3% of 340,000 active; cells; AID 504326, 2011; in the data active = activation above about 18%;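 also: 0% = vehicle-treated cells and 100% = reference agonist; values of inactives mirror those of a sister screen read the other way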
# Wnt act = Wnt/beta-catenin pathway activators, primary screen, cell-based, plate reader, single point | Wnt/beta-catenin reporter cell assay, activator | activation, % at 9.35 µM | 1.2% of 300,000 active | AID 743398, 2014; in the data active = activation above about 30%, passing the limit was not always enough; inconclusive = no clear call, values can overlap the other calls;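 also: 0% = neutral control wells and 100% = positive control wells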
# Arr AP2 block = inhibitors of beta-arrestin/AP2 binding, primary screen, biochemical, GPCR trafficking, flow cytometry; beta-arrestin 1 C-terminal peptide binding to AP2 beta2-adaptin appendage (human); FITC-arrestin peptide / GST-AP2 beads; AP2 beta2 appendage carries R879A mutation; inhibition, % at 10 µM; 0.31% of 340,000 active;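 active = inhibition above a set limit, near 3 SD of compounds lacking own fluorescence, cut at about 54% in these data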;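 also: plate controls were DMSO wells for no effect and 5 µM unlabelled arrestin peptide for full effect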
#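 test system = AP2 appendage R879A on GSH beads | buffer or medium = PBS plus Tween 20 (0.05%) and BSA (0.1%) | incubation = 12 min plus 1 h, RT | detection = bead flow cytometry, FITC channel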
# V-ATPase pHluor = regulators of yeast V-ATPase proton pumping, primary screen, pHLuorin cytosolic pH fluorescence; S. cerevisiae; 0.37% of 350,000 active; response, % at 10 µM; AID 504577, 2011; in the data active = response mostly above about 7.3%, no sharp cut-off; inactive = mostly below about 5.4%; also: actives read high; inactives centre near 0; some compounds called inactive have numbers as strong as hits; reference of the scale not given here
# cardiac RTF act = cardiac RTF calcium sensitivity activators, primary screen, biochemical, IANBD-TnC fluorescence, EC20 calcium. IANBD-labeled TnC RTF fluorescence at EC20 calcium; 0% EC20 calcium, 100% full calcium. activation, % at 7.2 µM. 0.24% of 340,000 active. AID 493008, 2010;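 active = activation above the mean over all tested compounds plus 3 SD, cut at about 30% in these data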;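 also: rise in fluorescence read as greater calcium sensitivity of cardiac thin filaments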
# The depositor's hits bear a star; ? = inconclusive; / = no result given. Outcome played no part in choosing rows; overall some 3.1% were active at least once.
SMILES,OPRM1-OPRD1 inv,Keap1-Nrf2 PPI,Pemphigus Ab inh,C-LANA FP,RTF Ca sens inh,OPRM1-OPRD1 ag,Wnt act,Arr AP2 block,V-ATPase pHluor,cardiac RTF act
O=C(NNC(=O)c1cc(S(=O)(=O)N2CCOCC2)c(Cl)cc1Cl)c1ccccc1F,11,3,118,0.8,5,-2.3,-6,-6,-2,6
CC(=O)c1ccc(-n2c(SCC(=O)c3c[nH]c4ccccc34)nc3ccccc3c2=O)cc1,-4,-4,93,0.6,-6,0.5,45*,2,9,3
Cc1c(NC(=O)c2cccc(NC(=O)COc3cccc(Br)c3)c2)c(=O)n(-c2ccccc2)n1C,10,-6,/,1.0,-4,-2.6,0,-8,4,0
COc1cccc(CNC(=O)CCNC(=O)N2CCn3c2nc2ccccc23)c1,/,-3,100,-2.2,0,/,0,4,-6,-3
CC1(C)Nc2cccc3cccc(c23)N1,-6,-1,93,-1.4,-4,1.1,-5,1,2,10
O=C(NCc1ccc2c(c1)OCO2)C1CCCN1C(=O)Nc1ccc(F)cc1 (centres undefined),1,-1,104,-0.9,-1,-0.1,1,27,/,6
CCOc1ccc(CN2CCN(Cc3ccsc3)C(CCO)C2)cc1CO (centres undefined),0,0,102,-0.4,-10,0.0,-2,-2,1,0
CCN1C(=O)[C@H]2[C@@H](c3ccc(-c4ccc(OC)cc4)c(OC)c3)N3CCCC[C@@]3(C(=O)OC)[C@H]2C1=O,8,-2,99,-4.6,-6,-1.7,-1,6,-2,-4
CC1=C(C(=O)OCc2ccc3c(c2)OCO3)C(c2ccc(Cl)cc2)NC(=O)N1 (centres undefined),-11,-2,95,2.3,0,2.0,-13,10,1,2
Cc1cccnc1NC(=O)CCc1nnc2ccc(N3CCC4(CC3)OCCO4)nn12,17,-4,91,-0.5,-8,-3.2,-2,-6,0,1
Cc1cc(/C=C2\SC(=S)NC2=O)c(C)n1-c1ccc(O)cc1,-51,-6,100,-2.5,-17,9.9,0,-5,4,9
COc1cc2c(cc1OC)C(NC(=O)c1ccc(C)cc1)CC2=O (centres undefined),-3,-4,/,-2.0,-5,0.6,2,-10,-1,4
O=C(/C=C\c1ccco1)Nc1nc(-c2ccccc2)cs1,8,-2,99,-0.6,-4,-1.3,9,9,-2,1
COc1cccc(C(=O)C2CCCN(C(=O)c3cccc(C#CC(C)(C)O)c3)C2)c1 (centres undefined),-2,0,100,-1.2,1,0.3,0,12,1,-1
Cc1ccc(N(CC(=O)NCc2ccc3c(c2)OCO3)C(=O)CCC(=O)Nc2ccccn2)cc1,14,1,105,-1.4,-4,-2.5,-1,-6,7,2
O=C1C2C3C=CC(CC3)C2C(=O)N1/N=C/c1ccccc1O (centres undefined),15,4,82,2.0,-3,-2.7,-3,31,-2,15
COc1cc2c(cc1OC)C(c1ccc(-c3ccc(Cl)c(Cl)c3)o1)=NCC2,-20,-2,101,1.0,6,4.1,/,10,5,3
COc1ccccc1CCNC(=O)Nc1cccc([N+](=O)[O-])c1,-9,-5,108,1.7,0,1.7,0,-13,-2,8
CCOc1ccc(Cc2nnc(SCC(=O)Nc3ccc(OC)cc3)n(N)c2=O)cc1,6,-6,96,-0.1,-7,-1.2,-3,-3,-6,-7
O=C(COC(=O)c1ccccn1)NCc1ccc(Cl)cc1Cl,5,3,107,1.6,-9,-1.2,-3,12,-6,2
O=C(Nc1cccc(-n2cnnn2)c1)c1ccoc1COc1ccc(Cl)cc1,-27,-3,103,-0.3,3,5.3,-4,20,-4,-6
CCOc1ccccc1N(C(=O)CNS(=O)(=O)c1ccccc1)C(CC)C(=O)NCc1ccco1 (centres undefined),10,-5,98,0.6,-19,-1.7,0,7,0,-1
CN(C(=O)c1c[nH]c(=O)cc1C(F)(F)F)c1ccc(Cl)c(Cl)c1,5,-3,107,0.7,-3,-0.9,-2,11,-1,-1
CCOC(=O)CSc1ccc(C(=O)Nc2ccc(Cl)cc2)cn1,-34,-3,105,0.5,8,6.9,-1,36,-2,-1
COCCn1c(C)cc(C(=O)COC(=O)CNC(=O)c2ccco2)c1C,16,-2,99,2.1,9,-4.0,2,41,-5,-6
COc1ccc(CN(CC2CCC(C(=O)O)CC2)C(=S)Nc2cc(C)cc(C)c2)cc1 (centres undefined),4,-7,98,-1.2,-2,-0.8,-1,1,-1,8
O=C(O)c1cccc2c1Cc1cc(Cl)ccc1-2,16,-4,115,-2.1,2,-3.2,0,-18,-1,1
Cc1ccc(C(=O)c2ccccc2C(=O)O)s1,11,-5,82,-0.3,-3,-1.9,-1,-5,3,-5
COC(=O)c1scc(C)c1N1C(=O)c2ccccc2C1=O,/,-2,99,0.4,/,/,0,-7,6,/
O=C(COC(=O)c1ccccn1)NCCCc1ccccc1,8,1,101,0.2,-1,-1.4,/,2,2,-3
O=C(NNC(=O)c1ccccc1Cl)c1ccncc1,13,-2,98,1.7,2,-2.5,-2,8,-1,-7
CC(C)=C[C@@H]1C[C@H](C)[C@H]2CC[C@H](C)c3c(O)c(O)c(C)c1c32,0,-7,99,1.3,-14,-0.1,-3,31,-2,0
Cc1cc(C(=O)N/N=C/c2c(C)nn(-c3ccccc3)c2Cl)n[nH]1,/,/,106,/,/,/,6,-13,1,/
COc1cccc(Cn2c(OCC3CCCO3)nc3c2c(=O)n(C)c(=O)n3C)c1 (centres undefined),-4,-4,99,-1.0,-10,0.7,-2,17,-4,-7
C=CCn1c(Cc2cccs2)nnc1SCC(=O)c1cccc(Br)c1,-4,-2,/,-0.3,-13,0.8,-5,-4,-3,-3
COc1cccc(CC2CC(=O)N(CCc3ccc4c(c3)OCO4)C2=O)c1 (centres undefined),15,2,/,2.0,-2,-2.9,/,30,-3,1
CC(=O)c1ccc(C)cc1OC(=O)c1cccc(F)c1,6,0,102,0.3,-5,-1.2,-1,-9,-1,0
CC1CC(C)CN(C(=O)c2ccc(S(=O)(=O)N3CCCCC3)cc2)C1 (centres undefined),7,-10,108,0.2,3,-1.3,0,-5,-1,0
CCC(=O)c1ccc(CCCCCC(=O)O)s1,17,-1,93,3.0,0,-2.8,/,-2,2,7
CCSc1nnc([C@@H]2CCCN2C(=O)OC(C)(C)C)o1,14,1,117,0.7,-3,-3.1,-1,-2,-3,-4
Cn1c2ccccc2c2c(C(=O)NCc3ccco3)cn(C3CCCCC3)c(=O)c21,3,-8,96,-1.8,-14,-0.4,-5,6,-4,4
O=C(CCNS(=O)(=O)c1ccccc1)NNC(=O)COc1ccccc1F,5,-3,94,-0.5,4,-1.4,0,5,-3,-1
COc1ccc2nc(-c3ccccc3)nc(SCC(=O)NCC3CCCO3)c2c1 (centres undefined),11,3,91,-1.8,3,-1.8,1,-8,-1,-6
CC(C)c1ccc(CNc2ncccn2)cc1,5,-5,119,-1.5,-1,-0.9,11,-12,3,3
COc1cnc(-c2ccccc2)c(-c2ccccc2)n1,-58,-2,/,-1.2,5,12,2,10,1,-2

# Wnt act, entries above that show a hit
SMILES,OPRM1-OPRD1 inv,Keap1-Nrf2 PPI,Pemphigus Ab inh,C-LANA FP,RTF Ca sens inh,OPRM1-OPRD1 ag,Wnt act,Arr AP2 block,V-ATPase pHluor,cardiac RTF act
CC(=O)c1ccc(-n2c(SCC(=O)c3c[nH]c4ccccc34)nc3ccccc3c2=O)cc1,-4,-4,93,0.6,-6,0.5,45*,2,9,3

# (continued)
SMILES,OPRM1-OPRD1 inv,Keap1-Nrf2 PPI,Pemphigus Ab inh,C-LANA FP,RTF Ca sens inh,OPRM1-OPRD1 ag,Wnt act,Arr AP2 block,V-ATPase pHluor,cardiac RTF act
CCOCCCNC(=O)CCNC(=O)c1cc(OC)c(OC)c(OC)c1,-1,-3,97,1.4,0,0.2,/,0,-5,2
Cc1cnc(C(=O)Oc2cccc(Cl)c2Cl)cn1,-8,?,-20*,-0.8,2,1.2,1,-3,0,11
C/C(=N\NC(=O)c1ccc(CSc2nncn2C)cc1)c1ccc2ccccc2c1,-3,-1,109,0.2,-16,0.5,-14,55*,/,-4
c1ccc(C2CC(c3ccccc3)n3ncnc3N2)cc1 (centres undefined),2,1,100,-0.2,-5,-0.3,/,-17,0,-1
Cn1c(=O)[nH]c(=O)c2c1nc(N1CCN(c3ccccc3)CC1)n2CCSc1ncccn1,-8,2,95,0.5,-1,1.3,-1,12,-3,1
Cc1ccc(C2=NN(C(=O)CCC(=O)O)C(c3ccc4c(c3)OCO4)C2)cc1 (centres undefined),16,-4,115,-0.2,-16,-3.2,0,6,-1,1
Cc1ccc(Cl)c2c1NC(=O)C2(O)CC(=O)c1ccccc1O (centres undefined),80*,-2,93,0.2,-1,-15,-4,1,-2,9
CN(C)c1ccc(CSc2ccccc2)cc1,-26,-6,-6.2*,-0.5,3,4.9,2,11,-4,6
COCCSc1nnc(NC(=O)c2ccc(NC(C)=O)cc2)s1,7,-3,/,-0.8,-13,-1.5,6,14,-1,1
CCOC(=O)c1cnc(SCC(=O)Nc2nc(C)c(C)s2)nc1N,7,-3,/,0.1,-1,-1.3,/,2,-3,2
CCOC(=O)/C=C1\SCC(=O)N1CC(=O)NCCc1ccc(F)cc1,17,-3,98,-1.5,-8,-3.4,-1,7,-3,1
COc1ccc2c(c1)-c1c(ssc1=S)C(C)(C)N2,11,1,101,0.5,-2,-2.0,-12,11,-2,-2
COc1nc(OC)nc(N2CCCCCC2)n1,1,3,105,2.1,-14,-0.1,/,13,-4,-2
O=C(NCc1cc([N+](=O)[O-])ccc1O)c1cccnc1Sc1ccccc1,19,2,99,0.3,-4,-2.8,-1,-5,2,0
COc1ccccc1C(=O)NC(=O)COc1cc(Cl)ccc1Cl,17,-1,100,-0.5,-4,-3.2,-2,9,0,15
Fc1c(F)c(F)c(N/N=C/c2c[nH]c3ccccc23)c(F)c1F,-69,-4,96,-1.0,7,11,/,-2,1,-6
CCNc1nnc(SCC(=O)NC2CCCCCC2)s1,8,7,100,1.0,-13,-1.6,4,-17,-4,9
O=C(NNC(=O)c1cccc2ccccc12)c1ccc(Cl)cc1Cl,8,0,112,-0.4,3,-1.6,-6,-16,0,3
CCn1cc(C(=O)NCCCN2CCCCCC2)c(=O)c2cc(S(=O)(=O)N3CCc4ccccc4C3)ccc21,14,0,98,-2.0,-10,-2.9,-3,-19,-3,3
COc1ccc(CCNC(=O)C2CCCN(c3nn4c(=O)cc(C)nc4s3)C2)cc1OC (centres undefined),7,6,101,0.7,-1,-1.4,/,5,-3,-9
